LmPK inhibitor – qHTS Assay for Inhibitors of Leishmania Mexicana Pyruvate Kinase (LmPK); Q27686; purified LmPK, Kinase-Glo ATP luminescence, 1 h; Potency, µM (highest dose often 57.5 µM), without a hit: top-dose activity change, negative = inhibition, actives largely listed as inhibitors; 290,000 tested, 0.37% active; also: potency is read from the fitted curve at half-maximal effect
Target sequence (Q27686 whole entry, looked up): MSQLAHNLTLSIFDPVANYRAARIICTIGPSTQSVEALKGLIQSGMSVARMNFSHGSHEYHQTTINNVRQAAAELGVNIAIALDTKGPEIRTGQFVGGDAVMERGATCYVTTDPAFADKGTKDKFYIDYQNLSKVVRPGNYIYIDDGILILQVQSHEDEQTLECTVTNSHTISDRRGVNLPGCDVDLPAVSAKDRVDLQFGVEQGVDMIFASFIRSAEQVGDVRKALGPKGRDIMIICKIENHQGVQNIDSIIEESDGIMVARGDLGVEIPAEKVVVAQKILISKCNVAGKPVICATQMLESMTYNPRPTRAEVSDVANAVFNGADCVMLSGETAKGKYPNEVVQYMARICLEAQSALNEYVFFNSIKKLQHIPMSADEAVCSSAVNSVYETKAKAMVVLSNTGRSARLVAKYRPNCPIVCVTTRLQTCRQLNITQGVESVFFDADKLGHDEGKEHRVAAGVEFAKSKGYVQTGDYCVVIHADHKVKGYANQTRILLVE
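qHTS format; LmPK 0.1 nM; substrates PEP 0.5 mM and ADP 0.1 mM. One-hour room-temperature incubation, then coupled luciferase luminescence; 0.5 nM enzyme wells mark activation.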
AmpC inh no detg – qHTS Inhibitors of AmpC Beta-Lactamase (assay without detergent); P00811; AmpC nitrocefin hydrolysis, absorbance 480 nm, 0.0001% Triton; Potency, µM (top dose mostly 57.1 µM), without a hit: at the top dose activity change, negative = inhibition, actives largely listed as inhibitors; 330,000 tested, 0.52% active;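 also: potency is read from the fitted curve at half-maximal effect; plate controls were no compound for no effect and no enzyme for full effect; nearly all actives have a fitted effect of over 20% in size; some results filed as inactive show a strong effect at the top dose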
Target sequence (P00811 whole entry, looked up): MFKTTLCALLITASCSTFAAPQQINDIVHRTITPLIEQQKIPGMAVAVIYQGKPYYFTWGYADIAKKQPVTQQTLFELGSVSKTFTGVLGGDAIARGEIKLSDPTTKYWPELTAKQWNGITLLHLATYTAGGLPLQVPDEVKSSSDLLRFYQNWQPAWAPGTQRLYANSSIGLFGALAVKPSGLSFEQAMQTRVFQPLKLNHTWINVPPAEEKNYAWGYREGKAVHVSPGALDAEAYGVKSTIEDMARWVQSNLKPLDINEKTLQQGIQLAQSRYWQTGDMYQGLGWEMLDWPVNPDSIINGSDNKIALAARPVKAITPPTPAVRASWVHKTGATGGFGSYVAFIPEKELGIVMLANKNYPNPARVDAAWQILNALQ
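AmpC (5.3 nM in the dispensed reagent) in 20 mM phosphate pH 7.0 with 0.01% (detergent screen) or 0.0001% Triton X-100 was preincubated with compounds for 15 min at room temperature. Nitrocefin was then added from an 800 uM solution, and hydrolysis was followed at 480 nm.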
HCMV inh – qHTS Assay for inhibitors of the human cytomegalovirus (HCMV); HFF cells, HCMV-luciferase reporter, 72 h; hits give low values; activity change, negative = inhibition, % at 57.5 µM; 410,000 tested, 4.5% active; AID 1259415, 2018; in the data active = activity change below about -60%; inconclusive = no clear call, values can overlap the other calls; inactive = above about -39%
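Steps: HFFs plated, 16 h 37C; compounds added; HCMV-luciferase added to MOI 1 PFU/cell; 72 h 37C; OneGlo reagent, 5 min room temperature; luminescence read, normalized to controls.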
HCV inhibitor – qHTS Assay for Inhibitors of Hepatitis C Virus (HCV) | Huh7.5.1 HCVcc-Cre infection, luciferase reporter, 44 h | Potency, µM (highest dose often 41.8 µM), without a hit: top-dose activity change, negative = inhibition, usual class: inhibitors | 340,000 tested, 3.4% active | AID 651820, 2012; also: potency is read from the fitted curve at half-maximal effect
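Infectious HCV cell culture screen: compound-treated cells (1,000/well, pre-plated 4 h) are infected with HCVcc-Cre at roughly 0.5 moi and grown 44 h. Infection is quantified by luciferase signal after 15 min substrate incubation at room temperature.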
AMA1 RON2 block – qHTS for Inhibitors of AMA1-RON; Towards Development of Antimalarial Drug Lead: Primary Screen; AlphaScreen AMA1-biotinylated RON2 peptide binding; 360,000 tested, 0.2% active; Plasmodium falciparum AMA1 (3D7) - RON2 peptide interaction; Potency, µM (highest dose often 58.2 µM), inactives show at the highest dose activity change, negative = inhibition, actives largely listed as inhibitors;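 also: potency is read from the fitted curve at half-maximal effect; 0% = vehicle wells and -100% = peptide control; nearly all actives have a fitted effect of over 45% in size; some results filed as inactive show a strong effect at the top dose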
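AMA1 (3D7) with his tag at 25 nM final met compounds first, then biotinylated RON2 peptide at 25 nM; detection used donor plus acceptor beads, 10 µg/mL apiece, read by AlphaScreen after 30 min at room temperature.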
AmpC detergent – qHTS Inhibitors of AmpC Beta-Lactamase (assay with detergent); 370,000 tested, 0.041% active; AID 485294, 2010; Potency, µM (doses to about 114 µM), for inactives: at the highest dose activity change, negative = inhibition, hits mostly inhibitors; AmpC hydrolysis of nitrocefin, absorbance 480 nm, 0.01% Triton;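 also: potency is read from the fitted curve at half-maximal effect; 0% = no-compound wells and -100% = no-enzyme wells; nearly all actives have a fitted effect of over 25% in size; some results filed as inactive show a strong effect at the top dose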
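20 mM phosphate pH 7.0 + 0.01% (detergent screen) or 0.0001% Triton X-100; 5.3 nM AmpC reagent; cpd preinc 15 min RT; nitrocefin (800 uM stock) to start; A480 q20 s × 4 min; Activity was normalised to no-enzyme and no-compound control wells.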
Tb PYK inh – qHTS of Trypanosoma Brucei Inhibitors | TbPYK enzyme, Kinase-Glo Plus ATP luminescence, 45 min | Potency, µM (series often up to 76.8 µM), for inactives: at the highest dose activity, negative = inhibition, usual class: inhibitors | 410,000 tested, 0.12% active | AID 624173, 2012; also: potency is read from the fitted curve at half-maximal effect; nearly all actives have a fitted effect of over 50% in size
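Luminescent Kinase-Glo Plus end-point after 45 min room-temperature reaction of T. brucei pyruvate kinase started with 130 uM ADP (final). Buffer TEA 50 mM pH 7.2 with KCl, MgCl2, BSA, Tween-20; titration-based qHTS with fitted concentration-effect curves.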
The depositor's hits bear a star; ? = inconclusive; nt = not tested or not shown; & = joins results of further samples; [ ] = another dose, or the depositor's remark. Unless noted, calls follow the shape of the dose curve; as a rule, active = well fitted curve in the direction sought with a large enough effect; inconclusive = small, poorly fitted or top-dose-only effect, or another doubt; inactive = no such curve, though single readings can be large; an effect the other way counts as inactive or inconclusive. Unless noted, % is scaled to controls: 0 for no effect and ±100 for the full control effect.

SMILES	LmPK inhibitor	AmpC inh no detg	HCMV inh	HCV inhibitor	AMA1 RON2 block	AmpC detergent	Tb PYK inh
COc1cc(S(=O)(=O)N2CCCCCC2)ccc1-n1cnnn1	0%	-3%	21	9%	-3%	1%	-4%
CCCCn1c(N)c(N(CC(C)C)C(=O)c2cc(C)oc2C)c(=O)[nH]c1=O	-8%	-13%	34	15%	-20%	-2%	-1%
CC1CCCC(C)N1S(=O)(=O)c1ccc(S(=O)(=O)NCCc2ccncc2)cc1 (stereo unspecified)	4%	-7%	-18	-20%	-5%	3%	3%
COc1cc(OC)c(OC)cc1/C=C/c1ccnc2ccccc12	nt	nt	?	-4%	-21%	nt	-9%
Cc1c(NC(=O)C(=O)/C=C(\O)c2ccc(Br)cc2)c(=O)n(-c2ccccc2)n1C	3%	105%[activator]	-35	2%	12%	-8%	-6%
COC(=O)c1ccc(Nc2nnc(-c3ccc(C)c(S(=O)(=O)NCC4CCCO4)c3)c3ccccc23)cc1 (stereo unspecified)	4%	50%	-29	?	9%	5%	-6%
CC(C)c1ccc(-c2c(NCCc3ccccc3)c(=O)c2=O)cc1	-1%	-24%	-22	15%	27%	9%	-4%
COc1cc2sc3cc(NCc4ccc5c(c4)OCO5)ccc3c(=O)c2cc1OC	nt	-16%	22	?	7%	nt	14%
COc1ccc(-c2cnc(N)nc2-c2ccc(OC)cc2)cc1	6%	2%	-4	?	-11%	3%	7%
O=C(OCCN1C(=O)c2ccccc2C1=O)c1cccs1	-5%	-1%	-22	6%	7%	-7%	-6%

The final 4 compounds of the part before are carried over, then new ones follow:
SMILES	LmPK inhibitor	AmpC inh no detg	HCMV inh	HCV inhibitor	AMA1 RON2 block	AmpC detergent	Tb PYK inh
CC(C)c1ccc(-c2c(NCCc3ccccc3)c(=O)c2=O)cc1	-1%	-24%	-22	15%	27%	9%	-4%
COc1cc2sc3cc(NCc4ccc5c(c4)OCO5)ccc3c(=O)c2cc1OC	nt	-16%	22	?	7%	nt	14%
COc1ccc(-c2cnc(N)nc2-c2ccc(OC)cc2)cc1	6%	2%	-4	?	-11%	3%	7%
O=C(OCCN1C(=O)c2ccccc2C1=O)c1cccs1	-5%	-1%	-22	6%	7%	-7%	-6%
CCc1c(C)nc2ncnn2c1NCCc1ccc(Cl)cc1	2%	-4%	?	?	8%	4%	0%
Cc1ccc(NC(=O)Cn2nnc3ccccc3c2=O)cc1	-8%	-14%	45	2%	8%	3%	-2%
Cc1cc(C)n2nc(CNS(=O)(=O)c3ccc([N+](=O)[O-])cc3)nc2n1	2%	-2%	58	20%	-6%	-1%	-4%
C#Cc1ccc([C@@H]2C=C(C(=O)N3CCN(Cc4ccc5c(c4)OCO5)CC3)O[C@H](OCCCCO)C2)cc1	6%	184%[activator]	9	-15%[8.37 µM]	-3%	-3%	-20%
COc1ccc(CC(NC(C)=O)C(=O)N2CCN(C(=O)Nc3cccc(F)c3)CC2)cc1OC (stereo unspecified)	-1%	21%	1	4%	-8%	-2%	-3%
Clc1ccccc1Nc1nc(NCc2cccs2)nc2ccsc12	nt	nt	-25	nt	-8%	nt	0%
CCOc1ccc(N2CC(NC(=O)C3CCCCC3)CC2=O)cc1 (stereo unspecified)	nt	nt	-6	nt	nt	-1%	2%
CC1=CC(=C2C(=O)NC(=O)NC2=O)C=C(C(F)(F)F)N1C(C)C	-1%	3%	3	7%	-3%	-6%	5%
CCC(=O)N1CCc2cc(S(=O)(=O)NCCC(=O)N3CCN(c4cccc(OC)c4)CC3)ccc21	-3%	96%[activator]	?	?	15%	2%	4%
CCC/C=N/NC(=O)c1[nH]c2c([N+](=O)[O-])cccc2c1C	-1%	-17%	-35	-24%	34%[activator]	-3%	4%
CC1CN(/C=C/C=O)C(C)CC1OC(=O)c1ccccc1 (stereo unspecified)	-1%	4%	-36	11%	-5%	-16%	6%
Oc1ccc(N=Nc2c(O)ccc3ccccc23)cc1	-18%	-52%	-9	14µM*	17µM*	?	-5%
Cc1cc2ccccc2nc1SCC(=O)N1c2ccccc2CC1C (stereo unspecified)	3%	-16%	-18	1%	-3%	2%	1%
Nc1nc2ccccc2nc1N1CCCC1	3%	-10%	0	17%	-15%	-14%	-10%
CCC(C(=O)OC)n1cnc2c(nnn2-c2ccccc2)c1=O (stereo unspecified)	7%	-7%	11	-8%	-2%	-4%	1%
CN1CCN(c2ccc(NC(=O)CN3CCOCC3)cc2F)CC1	-5%	-19%	-1	18%	7%	?	-1%
CCSc1nnc(Cn2c(=O)sc3ccccc32)n1-c1ccccc1C	5%	14%	-29	1%	22%	-3%	-2%
CCCN(CCC)CCCNC(=O)c1cc2c(=O)[nH]c3ccccc3c2n1C	-2%	-11%	-25&-6	-11%	2%	-1%&6%	2%&-8%
CC[C@@H]1Cc2[nH][nH]c(=O)c2[C@@H](c2ccc(Cl)cc2)O1	nt	nt	-4	nt	60%[activator]	nt	-1%
CCc1nc2ccc(C(=O)NCCc3ccccn3)cn2c1N(C)CCC(C)C	nt	nt	-5	nt	-5%	nt	1%
CCCNC(=O)N1[C@H]2CC[C@@H]1C(C(=O)OC)=C(c1ccccc1)C2	nt	nt	-23	1%	-4%	nt	0%
O=C(COc1ccccc1Cl)N1N=C(c2cccs2)CC1c1ccco1 (stereo unspecified)	nt	-32%	17	-14%	-5%	-3%	-4%
O=C(NCc1ccccn1)Nc1cc(Cl)cc(Cl)c1	-2%	-25%	-24	-25%	1%	2%	2%
COc1cccc(-c2cnc(C(O)c3cc(C)cc(C)c3)[nH]2)c1 (stereo unspecified)	nt	nt	-29	nt	0%	nt	4%
CCc1ccc(-c2n[nH]c(=O)c3ccccc23)cc1	-1%	-15%	-19	0%	-2%	-7%	-2%
CCOC(=O)c1c(C)[nH]c(C(=O)OCC(=O)NCCc2ccc(OCC)c(OCC)c2)c1C	nt	-8%	-15	?	-15%	-13%	-12%
CCCNc1nc2c(c(=O)n(C)c(=O)n2C)n1Cc1cccc(C)c1	-6%	30%	-62*	?	1%	?	1%
Cc1cc(NC(=O)COC(=O)CCNS(=O)(=O)c2ccccc2)n(-c2ccccc2)n1	nt	-31%	-13	-5%	-2%	-11%	2%
COC(=O)c1ccc(C2/C(=C(\O)c3cccc(OC)c3)C(=O)C(=O)N2CCCN(C)C)cc1 (stereo unspecified)	3%	-7%	?	4%	-10%	?	-8%
CCCCN(C(=O)CN1CC(C)OC(C)C1)c1c(N)n(CC(C)C)c(=O)[nH]c1=O (stereo unspecified)	5%	-8%	4	8%	-11%[2.32 µM]	-1%	-21%
CCCCn1c(SCC2CCCO2)nc2cc(S(N)(=O)=O)ccc21 (stereo unspecified)	0%	-13%	-40	-23%	11%	-1%	-4%
CCOC(=O)c1c(NC(=O)c2cc(=O)c3c(C)cc(C)cc3o2)sc(C)c1C	nt	nt	-2	nt	nt	9%	-2%
CCC(=O)NNc1ncnc2c1cnn2-c1ccc(C)c(Cl)c1	nt	nt	-8	nt	nt	-3%	3%
CC(CC(=O)Nc1ccncc1)c1ccccc1 (stereo unspecified)	-1%	-14%	-16	-13%	2%	-2%	1%
COc1ccc(CCNC(=O)CCN2C(=O)C3CC=CCC3C2=O)cc1OC (stereo unspecified)	-2%	-10%	1	3%	-14%	-7%	-22%
O=c1c2cc(N3CCOCC3)ccc2[nH]c(=S)n1CCCN1CCCCCC1	1%	21%	11	?	23%	-3%	nt
Cc1ccc(C(=O)OC(C)C(=O)NC2CCCCC2C)cc1S(=O)(=O)N1CCCCC1 (stereo unspecified)	-2%	0%	-3	?	16%	?	7%
CCC(=O)Nc1ccc2ccccc2c1	-1%	-14%	11	3%	22%	-16%	-5%
NS(=O)(=O)c1ccc2nc(NC(=O)Nc3ccccc3F)sc2c1	-3%	-16%	41	?	-10%	2%	-7%
COc1cccc(CC2(CO)CCCN(Cc3ccc(CO)o3)C2)c1 (stereo unspecified)	0%	-11%	-35	9%	-2%	4%	1%
COc1ccc(/C=C/C(=O)NC(=S)Nc2cc([N+](=O)[O-])ccc2O)cc1OC	-1%	-37%	-26	-7%	22%	0%	-1%
COc1ccc(S(=O)(=O)N2CCOCC2)cc1NC(=O)CSc1nnc(C2CC2)n1C	nt	-13%	-8	-2%	14%	nt	4%
O=C(CC1OC(=O)c2ccccc21)Nc1ccccc1N1CCOCC1 (stereo unspecified)	3%	0%	-29	12%	-2%	-9%	4%
CCOc1ccc(C2C(C(=O)Nc3ccc(OC)cc3)=C(C)Nc3nc(CCCO)nn32)cc1 (stereo unspecified)	nt	nt	24	nt	nt	6%	5%
S=C(NCCc1ccccc1)N1Cc2ccc(Br)cc2-n2nncc2C1	nt	nt	-13	nt	29%	nt	4%
Cc1ccc2[nH]c(=O)c3cc(C(=O)NC4CCC(C)CC4)sc3c2c1 (stereo unspecified)	nt	nt	-27	nt	nt	12%	-1%
Cc1ccccc1CN1C(=O)CSc2ccc(C(=O)N3CCOCC3)cc21	-1%	26%	-20	3%	-7%	-11%	-1%
CC(C)Oc1ccc(C(=O)NCCCNC(=O)c2ccccn2)cc1	-3%	-4%	-23	15%	31%[activator]	-8%	0%
NC(=O)CSc1nnc(-c2cnccn2)n1Cc1ccco1	0%	0%	5	18%	?	0%	1%
COc1cc2c(c(OC)c1OC)C(c1ccccc1C)CC(=O)O2 (stereo unspecified)	nt	-2%	6	-9%	-3%	nt	-1%

Remaining list, next part
SMILES	LmPK inhibitor	AmpC inh no detg	HCMV inh	HCV inhibitor	AMA1 RON2 block	AmpC detergent	Tb PYK inh
COc1ccc(OC)c(S(=O)(=O)Nc2c(C)nn(C)c2C)c1	nt	-18%	-7	2%	2%	?	-1%
Cc1c(S(=O)(=O)N2CCN(c3cccc(C(F)(F)F)c3)CC2)c(=O)n(C)c(=O)n1C	6%	-5%	5	?	7%	2%	11%
CCOc1ccc(CN(C)CC(=O)Nc2ccccc2C(=O)NC2CC2)cc1	nt	-6%	-7	?	26%	?	-13%
COC(=O)c1ccc(COc2ccc(Cl)cc2)o1	-1%	-20%	31	12%	16%	?	-9%

Assay outcomes: PubChem, National Center for Advancing Translational Sciences (NCATS)
